Bioassay records deposited in PubChem BioAssay by several laboratories.
Mtb RmlCD inh – M. tuberculosis RmlC/RmlD coupled enzyme inhibitors, primary screen, biochemical, compound mixtures, 384-well, from 1536-well plates; 160,000 compounds, 0.03% hits; RmlC+RmlD coupled enzyme assay, percent inhibition; primary screen in compound mixtures; inhibition, % at 3.6 µM; dTDP-4-dehydrorhamnose reductase (Mycobacterium tuberculosis (strain ATCC 25618 / H37Rv)) …; in the data active means inhibition mostly above about 34%, no sharp cut-off; further: some results filed as inactive read as strong as hits
Target sequence (P9WH09 whole entry, looked up): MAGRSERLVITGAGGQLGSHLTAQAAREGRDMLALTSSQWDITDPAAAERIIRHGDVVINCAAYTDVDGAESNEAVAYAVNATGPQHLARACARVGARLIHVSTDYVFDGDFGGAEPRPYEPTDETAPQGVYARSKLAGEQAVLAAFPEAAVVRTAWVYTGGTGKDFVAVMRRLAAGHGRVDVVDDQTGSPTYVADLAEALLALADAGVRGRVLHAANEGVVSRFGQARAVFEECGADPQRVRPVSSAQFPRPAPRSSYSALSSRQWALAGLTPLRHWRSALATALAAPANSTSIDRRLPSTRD
Target sequence (P9WH11 whole entry, looked up): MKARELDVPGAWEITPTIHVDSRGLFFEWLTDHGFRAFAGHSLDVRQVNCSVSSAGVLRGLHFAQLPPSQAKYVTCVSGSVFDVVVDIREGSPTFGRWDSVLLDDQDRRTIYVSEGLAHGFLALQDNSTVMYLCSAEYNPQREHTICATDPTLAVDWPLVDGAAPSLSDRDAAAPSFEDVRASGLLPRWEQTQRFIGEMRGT
GlmU inhibition – inhibition of mycobacterial GlmU enzyme – biochemical, glucosamine-1-phosphate acetyltransferase (AID 1376); one-dose inhibition, %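 (tested at 30 µM in the primary screen)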; IC50 in µM for titrated hits; Bifunctional protein GlmU (Mycobacterium tuberculosis (strain ATCC 25618 / H37Rv)); M. tuberculosis GlmU acetyltransferase enzyme assay; higher % means a stronger effect; 220,000 compounds, 0.25% hits; in the data active means inhibition above about 13%;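 further: 0% = complete reaction with vehicle and 100% = reaction without substrate; strong numbers were not always called active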
* = called active by the depositor; nt = not tested or not shown. The list is partial, so the mix of outcomes need not match the whole.

SMILES	GlmU inhibition	Mtb RmlCD inh
CCCC(=O)Nc1nc(-c2ccccc2)ns1	9.0%	1
O=C(NCc1ccccc1)c1onc(CSc2ccncc2)c1C(=O)NCc1ccccc1	0.0%	nt
COC(=O)c1cc(Br)c(=O)n(CCc2ccccc2)c1	0.2%	34
COc1cccc(/C=N/NC(=O)C(=O)NCc2cccnc2)c1	5.0%	nt
c1ccn2cc(-c3ccc4c(c3)OCCO4)nc2c1	0.9%	15
COC(=O)c1cc(=O)n(CCc2ccccc2)c(=Nc2ccc(F)cc2)s1	-7.1%	4
CCOC(=O)C(C)c1nc2ccccc2[nH]c1=O (stereo not drawn)	5.7%	18
CC(C)Cn1c(=S)[nH]c2cc(Cl)ccc21	8.8%	5
CCCCN1C(=O)C2ON(c3ccccc3C)C(c3ccco3)C2C1=O (stereo not drawn)	5.5%	-5
CC(C)OC(=O)c1nnn(-c2nonc2N)c1CN1CCCCCC1	-4.5%	7
O=C(CN1C2=NCCCN2c2ccccc21)c1cccs1	0.0%	0
CO/N=C/c1ccc(N2CCN(C(=O)c3cccc(Cl)c3)CC2)c([N+](=O)[O-])c1	-1.4%	nt
COc1ccccc1N(C(=O)Cn1nnc2ccccc21)C(C(=O)NCc1ccco1)c1ccc(C)o1 (stereo not drawn)	3.6%	nt
COc1ccc(NC(=O)C2(c3ccccc3)CCCC2)cc1	0.9%	nt
CCOC(=O)C1CCN(C(=O)Cc2ccccc2OC)CC1	0.5%	12
OCC[C@H]1C[C@@H](O)[C@H](O)[C@]2(CCCCO2)O1	1.8%	nt
COc1cccc(OCCOc2cccc(/C=N/n3cnnc3)c2)c1	0.2%	28
O=C(ON=C1CCN(c2ccc([N+](=O)[O-])cc2)CC1)c1ccccc1	nt	-5
O=C(COc1ccc2ccccc2c1)Nc1nc2ccccc2[nH]1	11%	nt
Cc1cc(CSc2ccccc2)ccc1NC(=O)c1ccc(Br)cc1	0.6%	-9
Cc1oc(/C=N/NC(=O)CN(c2ccccc2Cl)S(C)(=O)=O)cc1Br	0.9%	-2
O=C(NN=C(Cc1ccccc1)Cc1ccccc1)c1ccccc1F	1.5%	3
Cc1ccc(OCC(=O)Nc2ccc(N3CCN(C(=O)c4ccco4)CC3)cc2)cc1	-3.5%	-4
COC(=O)Nc1ccc(S(=O)(=O)N2CCCCC2)cc1	-0.2%	nt
Cc1ccc(C(=O)OCC(=O)NCC(F)(F)F)cc1C	-6.3%	nt
c1ccc(Oc2ccc(-c3ccn[nH]3)cc2)cc1	-0.7%	6
O=C(C/C=N/OCc1ccc(Cl)cc1Cl)c1ccc(Cl)cc1	-0.8%	nt
Cc1ccc(S(=O)(=O)c2nc(N3CCOCC3)sc2Cl)cc1	1.5%	nt
Cc1ccc(NC(=O)CSc2ccccc2NC(=O)c2ccccc2Cl)cc1Cl	0.1%	nt
COC(=O)c1ccc(/C=C2\N=C(SC)SC2=O)cc1	-5.5%	-4
Cc1nnc(NC(=O)C2CCCN2S(=O)(=O)c2ccc(Cl)cc2)s1 (stereo not drawn)	1.4%	-2
O=C(Nc1ccc(S(=O)(=O)N2CCCc3ccccc32)cc1)C1CCCO1 (stereo not drawn)	-0.8%	nt
O=C(NNc1ccc(F)cc1F)c1c(F)cccc1Cl	6.4%	nt
Cc1ccsc1-c1ccnc(-n2cccc2)n1	nt	-1
Cc1cc(NC(=O)CN2C(=O)NC(CCc3ccccc3)C2=O)no1 (stereo not drawn)	-6.3%	9
O=C1c2cccc3cccc(c23)C(=O)N1CCCSc1ncn[nH]1	2.6%	3
COc1ccccc1CCNCc1ccc(OC)c(OCc2ccccc2)c1	2.6%	-3
CCc1nnc(NC(=O)CSc2nc(C3CCCCC3)nc3ccccc23)s1	-3.0%	nt
COc1cc2cc(CN(CCc3cccc(C)c3)C(=S)NCCCN3CCOCC3)c(=O)[nH]c2cc1OC	-1.7%	10
CCOC(=O)c1c(NC(=O)c2ccccc2C)sc2c1CC(C)(C)OC2	0.7%	0
Cc1ccc2nc(-c3ccc(NC(=O)C(C)N4C(=O)c5ccccc5C4=O)cc3)sc2c1 (stereo not drawn)	2.4%	4
Cc1cc(C)n(CC(=O)c2cccc(N)c2)n1	-4.6%	2
CCCCNC(=O)/C=C/c1ccc(OC)c(Br)c1	6.4%	12
Cc1nc(C(=O)N2CCCC(C(=O)c3ccc(Cl)cc3)C2)cs1 (stereo not drawn)	-0.5%	-3
CO/N=C\Cc1oc(=O)c(NC(=O)c2ccccc2)cc1C(=O)OC	1.1%	nt
C=CCN=C(NC#N)SCC(=O)NCc1ccccc1	3.8%	nt
CCc1ccc(N2C(=O)NC(=O)/C(=C/c3ccsc3)C2=O)cc1	-4.3%	0
O=C(CSc1nnc(NC(=O)C2CC2)s1)Nc1ccc(F)cc1	1.7%	6
COc1ccc(C2C(C(N)=O)=C(C)Nc3nc(-c4cccc(Cl)c4)nn32)cc1OC (stereo not drawn)	-0.2%	7
C/C(=N\NC(=O)c1ccn(C)n1)c1cccc(NC(=O)c2ccncc2)c1	3.5%	31
Cc1cc(C)c(NC(=O)CN2CCOCCOCCOCCOCC2)c(C)c1	6.6%	nt
CC1CCN(C(=O)N[C@@H](Cc2ccccc2)C(=O)O)CC1	-3.3%	-3
COC(=O)c1ccc(CO/N=C2\CCCc3nonc32)cc1	-1.3%	nt
CN(C)P1(N(C)C)=Nc2c(c(N)nn2C)C(c2ccccc2)=N1	1.3%	-5
Fc1ccc(N/N=C/c2ccncc2)c(F)c1	1.9%	-8
COc1ccc(/C=C/C(=O)NC(=S)NNC(=O)c2cnccn2)cc1	0.2%	4
N#Cc1ccc(OCC(=O)OCC(=O)Nc2cc(C(F)(F)F)ccc2N2CCOCC2)cc1	6.0%	3
COc1ccccc1CCNC(=O)C1CCCO1 (stereo not drawn)	-4.5%	4
CC(C)(C)c1ccc(OCC(=O)N/N=C/c2ccc(N3CCOCC3)cc2)cc1	1.5%	nt
CCOC(=O)c1nn(-c2ccccc2)c2nnc(Cc3ccc(C)cc3)c(=O)n12	0.4%	-13

Next results.
SMILES	GlmU inhibition	Mtb RmlCD inh
C#CCOCCOCCOCCNc1nc(N2CCN(C(=O)[C@H](CCCCN)n3cc([C@@H](N)C(C)CC)nn3)CC2)nc(N2CCN(C(=O)[C@H](Cc3ccc(O)cc3)n3cc([C@@H](N)CC(C)C)nn3)CC2)n1 (stereo partly drawn)	-13%	nt
NC(=O)C1(N2CCCCC2)CCN(C(=O)c2cccs2)CC1	4.2%	9
Cc1cc(C=O)c(C)n1CC1CCCO1 (stereo not drawn)	5.0%	nt
CCSc1nc(-c2ccc(OC)cc2)ccc1C#N	-1.4%	14
Cc1sc2nc(C3CC3)nc(SCC(=O)N3CC(=O)Nc4ccccc43)c2c1C	2.4%	60
COc1ccc([C@H]2C=C(C(=O)O)O[C@@H](OCCCCO)C2)cc1	4.9%	-7
CCCCNc1ccc(C(CC(N)=O)NC(=O)Cc2ccc(Br)cc2)cc1[N+](=O)[O-] (stereo not drawn)	1.7%	nt
Cc1ccc(S(=O)(=O)N(CC(=O)N/N=C/c2cccc(Cl)c2)c2cccc3cccnc23)cc1	nt	2
CCOC(=O)C1=C(CNCCc2ccc(Cl)cc2)NC(=O)NC1c1cccc([N+](=O)[O-])c1 (stereo not drawn)	3.7%	6
Cc1cc(NC(=O)c2cc(-c3ccncc3)nc3c(C)cccc23)no1	-0.7%	3
Cc1ccc(NC(=S)N2CCC(N(C)CC3CCCO3)CC2)cc1C (stereo not drawn)	nt	-12
CN(C)c1ncc(S(=O)(=O)c2ccc(Cl)cc2)c(-c2ccccc2)n1	-0.6%	-1
CN1/C(=C\C=C2C(=O)NC(=O)NC2=O)C(C)(C)c2ccccc21	5.1%	5
COc1cc(/C=C(/C#N)c2ccccc2F)ccc1OCc1ccccc1	-3.4%	8
Cc1ccc(-c2ccc(=O)n(CC(=O)NCc3ccc(F)cc3)n2)cc1	1.9%	3
CNC(=S)N/N=C(\C)c1ccc(C)c(C)c1	0.0%	4
COC(=O)C1=C[C@@H](C(=O)OC)[C@@H]2C3=C(C(=O)[C@@]2(C)NC(=O)c2ccccc2)[C@H](c2ccccc2)n2c(=O)n(-c4ccccc4)c(=O)n2[C@@H]3C1	-4.9%	nt
CCc1nc2ccccc2c(C(=O)O)c1C	-0.5%	13
CC(C)[C@H](NC(=O)NCCc1ccccc1)C(=O)O	2.0%	nt
COc1ccc(NC(=O)Cc2nc3ccccc3[nH]2)cc1	3.1%	-13
COc1ccc(CC(=O)NNC(=O)c2cccs2)cc1	-2.7%	nt
Cc1cc(NC(=O)c2cccc(S(=O)(=O)N3CCCCCC3)c2)n(-c2ccccn2)n1	-6.8%	nt
COc1cccc(SCc2noc(C(=O)NCC3CCCO3)c2C(=O)O)c1 (stereo not drawn)	3.6%	nt
CN(CCOc1ccccc1)CC(=O)Nc1ccc(Cl)c(S(=O)(=O)N(C)C)c1	-3.4%	11
O=C(NC1CCS(=O)(=O)C1)C1CCCCN1S(=O)(=O)c1ccc(Cl)cc1 (stereo not drawn)	8.3%	nt
C=CCN1C=C2C(=O)C(C)(OC(=O)CCC(=O)OC)C(=O)C(Br)=C2C=C1c1ccc(OC)cc1 (stereo not drawn)	4.5%	nt
CCCCC(=O)Nc1ccccc1C(=O)N1CCOCC1	-2.9%	nt
Fc1ccccc1-c1nc(NCc2ccccc2)c2ccccc2n1	-1.3%	7
Cc1ccc2c(Cl)c(C(=O)N/N=C/c3cccn3C)sc2c1	4.7%	8
COCc1cc(C(C)=O)ccc1OCC(=O)Nc1ccc(NC(C)=O)cc1	2.5%	nt

Not a retest: two of the compounds above.
SMILES	GlmU inhibition	Mtb RmlCD inh
Cc1ccc2c(Cl)c(C(=O)N/N=C/c3cccn3C)sc2c1	4.7%	8
COCc1cc(C(C)=O)ccc1OCC(=O)Nc1ccc(NC(C)=O)cc1	2.5%	nt

Remaining list, next part:
SMILES	GlmU inhibition	Mtb RmlCD inh
CNC(=O)CSc1nnnn1-c1ccc(C)cc1C	0.3%	nt
CC1(C)CC(=O)C/C(=N\NC(=O)c2cccs2)C1	1.5%	10
O=C1CS/C(=N\NC(=O)c2ccccc2)N1	2.6%	11
COC(=O)C1=C(C)N(C)C(=O)NC1c1ccc(O)c(OC)c1 (stereo not drawn)	3.2%	nt
CCC(C)(C)c1ccc(OCCCC[n+]2cccc(C)c2C)c(C(C)(C)CC)c1	-5.4%	-10
Oc1cc2c(c(Cl)c1O)CCNCC2c1ccccc1 (stereo not drawn)	2.1%	nt
Cc1ccc(S(=O)(=O)N(CC(=O)N2CCOCC2)CC(=O)N2CCOCC2)cc1	-4.8%	12
CCN(CC)C(=O)NC(c1ccc(C)c(F)c1)C(Cl)(Cl)Cl (stereo not drawn)	2.0%	-9
Fc1cccc(Nc2nc(-c3ccncc3)nc3ccccc23)c1	3.3%	-6
CCCN(CC1CC1)C(=O)COC(=O)c1ccc2c(c1)C(=O)N(c1ccc(OCC)cc1)C2=O	1.3%	-7
Cc1cc(N/N=C(/CCC(=O)O)C(=O)O)nc2ccccc12	3.5%	4
CC(C)CCOP(=O)(c1ccccc1)c1ccccc1	1.9%	-13
COCCn1c(C)cc(C(=O)COc2nc3ccccc3nc2C)c1C	-3.1%	7
O=C(NCC1CCCO1)Nc1cc(Cl)cc(Cl)c1 (stereo not drawn)	-2.5%	12
Cc1nn(Cc2ccccc2)c(C)c1/C=N/NC(=O)c1ccccc1O	2.5%	nt
COc1ccc(C2CC(C(F)(F)F)n3ncc(C(=O)NCC4CCCO4)c3N2)cc1OC (stereo not drawn)	1.6%	-1
Cc1onc(-c2ccccc2)c1C(=O)c1c[nH]c(C(=O)NCCCN2CCOCC2)c1	1.5%	11
CC(=O)CCc1c(C)nc2ccc(C)cc2c1Cl	8.0%	13
CCCCn1c(CCCNC(=O)CC)nc2ccccc21	4.9%	nt
Cc1ccc(S(=O)(=O)CCSc2nccn2C)cc1	0.0%	10
Nn1c(SC/C=C/c2ccccc2)nnc1-c1ccccn1	1.7%	-4
O=c1c2ccccc2nc(CSc2nnnn2-c2ccccc2)n1-c1ccccc1	-2.1%	11
CC(=O)Nc1ccc(S(=O)(=O)N2CCCC2C(=O)Nc2ccc3c(c2)OCCO3)cc1 (stereo not drawn)	6.8%	-3
C/C=C(\C)CN1CCN(c2cc(C)ccc2C)CC1	-6.0%	-12
Cc1cc(C(=O)N/N=C/c2c[nH]c3ccccc23)c(C)o1	-1.0%	-11

Complete entries, quoted from the list. Values in the order: GlmU inhibition | Mtb RmlCD inh
Entry for `COc1ccc(C2CC(C(F)(F)F)n3ncc(C(=O)NCC4CCCO4)c3N2)cc1OC` (stereo not drawn) : 1.6% | -1
Entry for `Cc1cc(C(=O)N/N=C/c2c[nH]c3ccccc23)c(C)o1` : -1.0% | -11
Entry for `Cc1ccc(S(=O)(=O)CCSc2nccn2C)cc1` : 0.0% | 10
Entry for `C/C=C(\C)CN1CCN(c2cc(C)ccc2C)CC1` : -6.0% | -12
